Screens from PubChem.
PAD4 inh – PAD4 (human) enzyme inhibition; AID 485272; Q9UM07; recombinant PAD4, RCA probe fluorescence polarization; inhibition, % at 6.36 µM; hit rate 0.41% among 330,000;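 active means percent inhibition above a cutoff equal to the mean of all tested compounds plus 3 SD, cut at about 15% in these data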;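 further: 0% = PAD4 with RCA probe and DMSO and 100% = probe without PAD4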
PREPL inhibitor – human PREPL enzyme inhibition | AID 2751 | hit rate 0.68% among 320,000 | Q4J6C6 | inhibition, % at 5.96 µM | recombinant PREPL, fluorescence polarization activity-based probe; in the data active means inhibition above about 43%;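 further: 0% = enzyme with DMSO and 100% = wells lacking enzyme; many of its hits are not listed in these tables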
Target sequence (Q4J6C6 whole entry, looked up): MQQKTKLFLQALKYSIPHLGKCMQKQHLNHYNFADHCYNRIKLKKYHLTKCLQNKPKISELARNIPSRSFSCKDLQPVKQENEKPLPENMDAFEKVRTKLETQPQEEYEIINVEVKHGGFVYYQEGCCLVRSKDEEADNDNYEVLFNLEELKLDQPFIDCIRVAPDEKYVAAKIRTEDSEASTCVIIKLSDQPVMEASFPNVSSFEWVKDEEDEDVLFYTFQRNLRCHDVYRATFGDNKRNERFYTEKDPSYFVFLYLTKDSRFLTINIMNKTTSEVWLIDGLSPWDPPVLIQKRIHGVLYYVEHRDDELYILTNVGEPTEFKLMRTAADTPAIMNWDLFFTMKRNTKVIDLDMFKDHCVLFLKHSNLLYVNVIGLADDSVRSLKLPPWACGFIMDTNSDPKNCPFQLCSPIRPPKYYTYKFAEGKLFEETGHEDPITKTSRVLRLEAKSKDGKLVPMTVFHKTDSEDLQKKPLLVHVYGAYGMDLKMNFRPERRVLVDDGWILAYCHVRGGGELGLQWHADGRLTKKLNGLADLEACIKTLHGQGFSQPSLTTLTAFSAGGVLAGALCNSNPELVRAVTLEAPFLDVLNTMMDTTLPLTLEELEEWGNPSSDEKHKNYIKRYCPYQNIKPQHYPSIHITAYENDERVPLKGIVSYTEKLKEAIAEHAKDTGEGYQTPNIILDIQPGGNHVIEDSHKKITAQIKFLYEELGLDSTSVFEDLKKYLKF
LYPLA1 inh – LYPLA1 (human) inhibition in PME1 counter-screen. O75608. recombinant LYPLA1, FP-Rh probe fluorescence polarization. inhibition, % at 5.9 µM. hit rate 0.16% among 320,000. AID 2174;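 active means inhibition above the mean of all tested compounds plus 3 SD, set per campaign, cut at about 14% in these data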;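 further: inhibitors block serine hydrolase probe labeling of LYPLA1 so polarization falls; 0% = enzyme with DMSO and 100% = wells lacking LYPLA1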
GSTO1 inh – blocks human GSTO1 in RBBP9 counter-screen | P78417 | recombinant GSTO1, activity-based probe fluorescence polarization | inhibition, % at 5.96 µM | hit rate 1.1% among 300,000 | AID 1974;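 active means inhibition above the campaign mean inhibition plus 3 SD, cut at about 35% in these data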;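 further: 0% = GSTO1-1 with DMSO and 100% = wells lacking GSTO1-1 enzyme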
PAFAH1B3 FP inh – inhibitors of human PAFAH1B3 | recombinant PAFAH1B3, FP-rhodamine probe, fluorescence polarization | inhibition, % at 3.39 µM | hit rate 0.28% among 340,000;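 active means inhibition above the screen-wide average of all tested compounds plus 3 SD, cut at about 25% in these data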;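 further: 0% = enzyme with DMSO only and 100% = wells lacking PAFAH1B3 protein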
Target sequence (Q15102 whole entry, looked up): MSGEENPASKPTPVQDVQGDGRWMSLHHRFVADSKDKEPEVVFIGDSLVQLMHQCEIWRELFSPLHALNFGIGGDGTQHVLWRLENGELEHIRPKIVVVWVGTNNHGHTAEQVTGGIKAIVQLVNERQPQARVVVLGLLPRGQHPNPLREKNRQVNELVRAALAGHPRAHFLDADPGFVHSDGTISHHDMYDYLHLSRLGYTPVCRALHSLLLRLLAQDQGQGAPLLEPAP
PAFAH1B2 inh – PAFAH1B2 (human) inhibition; hit rate 1.2% among 340,000; recombinant PAFAH1B2, FP-rhodamine activity probe, fluorescence polarization; P68402; inhibition, % at 3.39 µM;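 active means inhibition above the mean of all tested compounds plus 3 SD, cut at about 24% in these data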;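 further: 0% = enzyme with DMSO and 100% = wells lacking PAFAH1B2; many of its hits are not listed in these tables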
PME-1 primary – blocks human protein phosphatase methylesterase 1; AID 2130; inhibition, % at 5.9 µM; recombinant PME-1, FP-Rh probe fluorescence polarization; hit rate 0.53% among 320,000; Q9Y570;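 active means inhibition above the campaign mean of all compounds plus 3 SD, cut at about 26% in these data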;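 further: competitive labeling of PME-1 active site by serine hydrolase directed probe; 0% = PME-1 with DMSO and 100% = wells lacking PME-1 enzyme; inhibitors block probe labeling so polarization falls and inhibition rises; many of its hits are not listed in these tables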
pPAFAH FP inh – inhibitors of human plasma PAF acetylhydrolase (pPAFAH); AID 463082; recombinant pPAFAH, FP-rhodamine probe fluorescence polarization; inhibition, % at 3.39 µM; hit rate 1.5% among 330,000; Q13093;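 active means inhibition above the mean inhibition across the screen plus 3 SD, cut at about 25% in these data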;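 further: inhibitors block binding of the rhodamine activity-based probe so polarization drops; 0% = enzyme with DMSO and 100% = wells lacking pPAFAH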
LYPLA2 counter – counter-screen for PME1 inhibitors: inhibitors of human LYPLA2; recombinant LYPLA2, FP-Rh probe fluorescence polarization; inhibition, % at 5.9 µM; AID 2177; O95372; hit rate 0.38% among 320,000;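 active means inhibition above the screen-wide mean plus 3 SD, limit set per campaign, cut at about 26% in these data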;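 further: 0% = LYPLA2 with DMSO and 100% = wells lacking LYPLA2 enzyme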
* marks the source's active call; other numbers are inactive results; nt = no result given. A portion of the library; rates above refer to the full screens.

SMILES	PAD4 inh	PREPL inhibitor	LYPLA1 inh	GSTO1 inh	PAFAH1B3 FP inh	PAFAH1B2 inh	PME-1 primary	pPAFAH FP inh	LYPLA2 counter
CCc1nc(N)c(C#N)c(-c2ccc(O)c(OC)c2)c1C	-2.3	-6.1	-1.4	-10.6	4.1	-2.9	0.1	-1.3	6.9
O=C1c2cccc([N+](=O)[O-])c2C(=O)N1c1c[nH]c(=O)[nH]c1=O	-9.5	9.9	2.9	8.7	5.7	1.2	-0.8	4.4	2.7
Brc1cc(Br)c2ncnc(N3CCCCC3)c2c1	-2.8	-2.4	0.9	-6.9	6.7	4.9	3.5	2.4	1.8
Cc1cc(S(=O)(=O)N(Cc2ccccc2Cl)c2ccc3c(c2)CCC3)ccc1-n1cnnn1	4.4	-4.5	-2.6	1.3	0.9	-1.0	-5.8	2.4	-6.6
CS(=O)(=O)N1CCN(c2ccccc2NC(=O)Cc2ccc(Cl)cc2)CC1	1.0	12.2	-1.2	-0.9	1.0	1.3	5.0	0.7	4.2
CCS(=O)(=O)c1ccc(O)c(NC(=O)/C=C/c2ccccc2)c1	2.9	3.7	2.0	-2.2	7.8	3.7	1.7	17.5	2.5
CC1CCN(c2ncccc2C(=O)O)CC1	4.2	-1.3	-1.2	-2.8	6.9	2.5	3.3	3.2	1.3
COc1ccc(Cc2nnc(SCc3c(C)noc3C)n2C2CCCCC2)cc1OC	0.8	-1.6	1.1	0.8	-7.8	-1.0	5.6	3.9	3.2
O=C(Nc1ccsc1C(=O)O)c1cccc(Oc2ccccc2)c1	1.2	1.4	-0.5	-54.1	9.3	9.2	-16.3	-3.0	-2.8
O=C(Cn1cc([N+](=O)[O-])ccc1=O)NCC(=O)Nc1ccc(F)c(F)c1F	-0.7	10.7	nt	nt	0.2	-1.0	nt	2.3	nt
CCn1cc(C(=O)OC)c(=O)c2ccc(C)nc21	4.7	7.3	-0.6	-4.5	4.3	2.1	-0.7	0.9	-0.1
Fc1ccc(CSc2ccc(-c3cccs3)nn2)cc1	-1.6	5.9	-1.9	-3.2	-0.6	4.6	-2.2	-1.0	2.5
CC1(NC(=O)NCCCCCCNC(=O)NC2(C)CCS(=O)(=O)C2)CCS(=O)(=O)C1 (stereo unspecified)	-5.2	-6.9	1.3	2.4	5.6	-1.6	-0.2	2.5	-4.4
Cc1ccc(C(=O)Nc2ccnc(-c3cccnc3)n2)cc1	-5.0	9.2	0.5	1.5	3.9	3.6	-1.8	-0.3	-0.8
CCN(Cc1ccncc1)C(=O)c1cc(COc2c(C)cccc2C)on1	3.3	-7.1	0.5	3.1	8.6	1.3	3.1	6.9	5.8
CCCc1ccc2oc(C(=O)N(Cc3ccncc3)CC3CCCO3)c(C)c2c1 (stereo unspecified)	2.3	3.4	1.3	1.6	-1.6	1.3	3.0	10.7	5.6
N/C(=N\OC(=O)c1ccco1)c1ccc(Br)cc1	-1.6	12.6	-3.6	-2.2	-8.6	-0.9	-1.1	-1.5	1.1
CN(CC(=O)Nc1cccc(C(F)(F)F)c1)C1=NS(=O)(=O)c2ccccc21	-0.4	-4.6	nt	nt	2.2	2.4	nt	-2.0	nt
CCOC(=O)c1c(NC(=O)c2ccoc2C)sc(C)c1C	4.9	2.1	-3.5	2.4	0.1	7.8	-4.3	2.6	-4.6
CC(C)c1ccc(NC(=O)C(c2ccccc2)N2CCOCC2)cc1 (stereo unspecified)	-0.3	0.2	0.7	-2.6	4.3	1.2	-5.0	-1.5	1.3
O=C(NCCc1ccc(C(F)(F)F)cc1)c1ccc2c(c1)OCO2	2.1	5.5	-0.4	nt	7.0	6.8	0.5	-1.1	3.8
COc1ccc([N+](=O)[O-])cc1NC(=O)C(C)OC(=O)c1ccccc1C(=O)c1ccc(Cl)cc1 (stereo unspecified)	-2.2	5.2	-4.6	4.5	7.8	3.6	-5.8	7.9	-3.1
Cc1ccc(N(CC(=O)Nc2ccc3c(c2)OCCO3)S(C)(=O)=O)cc1	-0.9	9.6	0.3	20.9	5.5	6.8	-3.2	3.4	1.3
COc1ccc(CCN2CC(C(=O)NCc3c(C)n[nH]c3C)CCC2=O)cc1 (stereo unspecified)	-1.7	-3.5	-0.5	-0.6	-1.4	5.7	1.8	0.6	6.5
COC(=O)c1ccc(CN2CCN(CCCc3ccccc3)C(CCO)C2)cc1 (stereo unspecified)	2.0	-4.8	6.9	6.2	2.6	5.0	0.0	-1.1	14.2
CCOc1ccc(N2CC(C(=O)NCc3ccc(C)n3C)CC2=O)cc1 (stereo unspecified)	-1.4	1.8	2.1	-1.6	3.0	-0.9	0.1	4.4	6.1
COC(=O)C1=C(C)NC(C)=C(C(=O)OCCN(C)Cc2ccccc2)C1c1cccc([N+](=O)[O-])c1 (stereo unspecified)	-6.5	35.8	-8.6	-2.8	14.2	3.4	4.2	5.6	4.6
CC[C@H](C)[C@@H]1NC(=O)c2cc([N+](=O)[O-])cc(I)c2SC[C@@H](C(N)=O)NC(=O)[C@H](CCCCN)NC1=O	6.2	4.7	0.2	5.1	nt	nt	1.3	0.8	0.6
CCOC(=O)c1c(P(=O)(N2CCOCC2)N2CCOCC2)noc1N	4.1	-0.4	1.9	4.5	9.9	6.6	7.0	5.9	3.8
COc1ccc(N2CCN(C(CNC(=O)C(=O)NCCCn3ccnc3)c3ccco3)CC2)cc1 (stereo unspecified)	-3.2	18.1	2.2	-15.2	-3.0	0.1	4.8	1.7	-2.8

A different layout for two compounds above.
CS(=O)(=O)N1CCN(c2ccccc2NC(=O)Cc2ccc(Cl)cc2)CC1
- PAD4 inh: 1.0
- PREPL inhibitor: 12.2
- LYPLA1 inh: -1.2
- GSTO1 inh: -0.9
- PAFAH1B3 FP inh: 1.0
- PAFAH1B2 inh: 1.3
- PME-1 primary: 5.0
- pPAFAH FP inh: 0.7
- LYPLA2 counter: 4.2
COc1ccc(CCN2CC(C(=O)NCc3c(C)n[nH]c3C)CCC2=O)cc1 (stereo unspecified)
- PAD4 inh: -1.7
- PREPL inhibitor: -3.5
- LYPLA1 inh: -0.5
- GSTO1 inh: -0.6
- PAFAH1B3 FP inh: -1.4
- PAFAH1B2 inh: 5.7
- PME-1 primary: 1.8
- pPAFAH FP inh: 0.6
- LYPLA2 counter: 6.5

Remaining list, next part.
SMILES	PAD4 inh	PREPL inhibitor	LYPLA1 inh	GSTO1 inh	PAFAH1B3 FP inh	PAFAH1B2 inh	PME-1 primary	pPAFAH FP inh	LYPLA2 counter
O=C(C1=C[C@H](c2ccc(C(F)(F)F)cc2)C[C@H](OCCCCO)O1)N1CCN(Cc2ccc3c(c2)OCO3)CC1	0.1	27.8	-0.8	3.4	-5.6	3.6	2.0	-0.6	7.7
COc1ccc(NC(=O)c2onc(C)c2Cl)cc1	-6.6	-5.6	-0.7	11.3	4.4	3.7	-3.5	5.6	1.2
CCOC(=O)CC1(NC(=O)c2cc(COc3c(F)cccc3F)on2)CCCCC1	-3.4	-0.4	6.3	1.1	-4.3	7.9	-1.4	-2.8	11.0
O=C(NCCCN1CCCC1)c1cc2c(Cl)nc3ccccc3c2s1	-3.1	-84.0	-8.1	-4.8	-1.2	-1.0	2.8	0.3	-3.3
CC1=C(C#N)C(c2ccoc2)C(C(=O)OCc2ccccc2)=C(N)S1 (stereo unspecified)	2.7	2.2	-0.4	7.3	-2.1	5.5	-1.6	3.3	-4.2
C[C@@H]1CCC[C@]2(O[C@H](CCO)C[C@H](O)[C@H]2O)O1	-1.4	4.9	0.0	-4.0	-5.0	0.3	-1.9	4.5	-4.9
C1=C(CCNc2ncnc3c2cnn3-c2ccccc2)CCCC1	-4.6	-18.3	-8.8	-9.8	-0.5	1.4	-4.6	-5.4	-6.7
Cc1ccc(S(=O)(=O)n2c(CN3CCCC(C)C3)nc3ccccc32)cc1 (stereo unspecified)	-9.2	12.0	-1.3	-1.8	-3.0	0.8	-6.1	-7.4	-0.3
S=c1[nH]nc(-c2ccccn2)n1/N=C/c1cccc(Cl)c1	-8.1	11.4	4.3	-1.3	4.8	2.5	-3.1	-1.0	5.9
O=C(COC(=O)CCCc1c[nH]c2ccccc12)Nc1ccc2c(c1)OCO2	7.0	13.8	-2.0	-11.3	0.1	2.3	1.2	6.6	-3.0
Cn1c(N)c(C(=O)CSc2nnnn2-c2ccccc2)c(=O)n(C)c1=O	-2.1	12.2	-0.3	6.2	2.8	2.5	0.5	3.0	4.2
CCOC(=O)[C@H]1[C@H]2COc3ccc(Cl)cc3[C@@H]2N2C(=O)c3cc(OC)ccc3NC(=O)[C@@]12C	-6.6	4.5	-8.4	-1.7	1.3	-0.4	-2.9	0.8	-7.5
O=[N+]([O-])c1ccc(N=NN(CCO)CCO)cc1	3.7	8.7	-2.5	1.9	5.2	-3.3	1.3	3.6	8.6
O=C(Nc1cccc2ncccc12)c1cccnc1	-1.2	3.4	0.4	-2.4	2.7	4.3	6.6	1.4	2.0
C/C(=N/NC(=O)c1cccs1)c1ccc(N2CCOCC2)cc1	-5.4	4.9	-0.6	-3.7	0.2	3.6	2.4	5.8	5.6
CCOc1ccc(NCc2ccccc2OCc2cccc(F)c2)cc1	-1.6	21.2	3.5	6.8	16.7	2.8	2.9	8.9	18.1
COc1ccc(NC(=O)C(Sc2nnc(-c3ccncc3)n2-c2ccccc2C)c2ccccc2)cc1Cl (stereo unspecified)	-6.3	-3.8	-9.3	-4.7	1.0	-6.0	-19.6	-3.2	-11.3
O=C(NC1CCN(C(=S)NCc2ccco2)CC1)NC12CC3CC(CC(C3)C1)C2	2.2	3.1	-1.1	1.4	3.9	3.2	3.0	6.9	-2.6
Cn1ncc(Br)c1C(=O)Nc1cccc(C(F)(F)F)c1	0.5	-5.5	-2.0	-1.3	4.3	-1.3	-3.7	0.7	6.2
CCOc1ccccc1Nc1nnc(SCC(=O)NC(Cc2c[nH]c3ccccc23)C(=O)O)s1 (stereo unspecified)	-2.2	2.3	-3.5	3.7	2.8	18.5	4.6	5.2	4.2
O=C1c2ccccc2NC(c2ccccc2Cl)N1N=C1CCCCCC1 (stereo unspecified)	2.7	-2.8	-1.3	-0.1	2.1	-1.1	4.3	2.6	-1.3
Cc1cc(C(=O)O)cc(S(=O)(=O)NNC(=O)c2cccs2)c1C	1.3	3.1	-0.5	-1.8	7.3	-0.1	2.1	0.9	-6.8
COc1ccc(-c2n[nH]c(C)c2-c2cnn(-c3ccccc3)c2)c(O)c1C	4.1	-14.7	-8.2	1.3	8.3	3.9	-4.8	4.8	0.5
c1ccc2c(c1)oc1c(Nc3ccc(CN4CCOCC4)cc3)ncnc12	-2.8	6.0	-3.4	6.5	7.4	1.3	-7.6	-4.8	1.4
COC(=O)c1sccc1-n1cccc1C(=O)NCc1ccccc1	0.3	2.7	-1.4	0.4	1.5	5.4	-7.5	1.3	-8.8
Cc1ccccc1OCCC(=O)OCC(=O)Nc1ccc(C(N)=O)cc1	0.4	-5.8	-6.4	-7.6	-0.2	0.7	0.1	6.8	-4.6
Cn1cc(/C=C(\C(=O)O)C(C(=O)O)=C2CCCCC2)c2ccccc21	-2.9	-4.8	0.9	4.0	-4.2	3.1	-2.7	5.6	-2.6
COc1cc(C2c3c([nH]c(=O)[nH]c3=O)Nc3ccc4ccccc4c32)cc(OC)c1OC (stereo unspecified)	-0.3	5.5	-2.0	14.5	1.7	9.7	-2.9	19.4	-1.2
CCCCN(C)S(=O)(=O)c1ccc(C(=O)Nc2nnc(CSC)o2)cc1	4.1	16.6	2.5	16.4	1.4	8.9	-1.4	4.4	5.3
CC(=O)N1CCN(C(=O)CCc2nc3ccccc3c(=O)[nH]2)CC1	-3.3	9.2	-1.7	-2.1	0.8	-1.7	-3.4	-4.6	0.1
